Mtb RmlCD inh – inhibitors of Mycobacterium tuberculosis RmlC and RmlD coupled enzymes. P9WH09+P9WH11. RmlC+RmlD coupled enzyme assay, percent inhibition; primary screen in compound mixtures. inhibition, % at 3.6 µM. 160,000 compounds, 0.03% hits; in the data active = inhibition mostly above about 34%, no sharp cut-off; note: some results filed as inactive read as strong as hits
Target sequence (P9WH09 whole entry, looked up): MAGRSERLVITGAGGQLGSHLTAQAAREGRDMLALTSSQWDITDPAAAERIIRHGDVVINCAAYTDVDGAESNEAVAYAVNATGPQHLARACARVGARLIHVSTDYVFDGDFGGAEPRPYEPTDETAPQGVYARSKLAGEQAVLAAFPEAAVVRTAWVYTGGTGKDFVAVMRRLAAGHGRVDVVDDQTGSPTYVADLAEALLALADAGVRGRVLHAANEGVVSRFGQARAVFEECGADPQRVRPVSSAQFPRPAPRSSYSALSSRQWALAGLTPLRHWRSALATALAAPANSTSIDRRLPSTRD
Target sequence (P9WH11 whole entry, looked up): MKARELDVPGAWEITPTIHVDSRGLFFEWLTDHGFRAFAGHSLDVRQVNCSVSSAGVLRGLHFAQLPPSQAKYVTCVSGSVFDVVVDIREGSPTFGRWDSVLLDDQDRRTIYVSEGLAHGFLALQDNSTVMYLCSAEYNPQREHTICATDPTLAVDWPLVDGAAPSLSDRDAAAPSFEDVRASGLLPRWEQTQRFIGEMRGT
M. tuberculosis GlmU – inhibition of mycobacterial GlmU enzyme – biochemical, glucosamine-1-phosphate acetyltransferase (AID 1376); inhibition, %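 (tested at 30 µM in the primary screen)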; hits with a dose series show IC50 in µM; 220,000 compounds, 0.25% hits; M. tuberculosis GlmU acetyltransferase enzyme assay; higher % means a stronger effect; in the data active = inhibition above about 13%;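 note: 0% = complete reaction with vehicle and 100% = reaction without substrate; strong numbers were not always called active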
Numbers without * were called inactive; / = not tested or not shown; & = joins results of further samples.

SMILES | Mtb RmlCD inh | M. tuberculosis GlmU
O=c1c2ccc([N+](=O)[O-])cc2ncn1CCOc1ccc(Cl)cc1 | / | 1.0%
CC(=O)Nc1cccc(NC(=O)c2ccc([N+](=O)[O-])cc2Cl)c1 | 4 | -7.6%
COc1cc(C2CC(=O)Nc3cc(C)c(C)cc32)cc(OC)c1OC (centres undefined) | 7 | 1.7%
Cc1nn(-c2ccc3ccccc3c2)c(=O)c2ccccc12 | / | 5.9%
O=C(CN1CCCCC1)Nc1ccccc1-c1ccccc1 | -6 | 4.9%
COc1cc(CNCCN2CCOCC2)ccc1OCc1ccc(Cl)cc1 | 0 | -2.4%
O=C(O)CSC1CC(=O)N(c2ccc(Cl)cc2)C1=O (centres undefined) | / | 2.1%
Nc1ccc(S(=O)(=O)Nc2nccc(/C=C/c3ccc(Cl)cc3Cl)n2)cc1 | -10 | 1.9%
CS(=O)(=O)c1ccc(Cl)c(NC(=O)CCl)c1 | / | -3.0%
COc1ccc(N2CC(O)(c3ccc(F)cc3)[N+]3=C2CCCC3)cc1 (centres undefined) | -10 | 2.6%
Cc1ccccc1Cn1nc(C)c(NC(=O)c2cc(CC(C)C)on2)c1C | 10 | 5.8%
CC(=O)Nc1sc(NC(=O)c2ccc(Cl)cc2)nc1-c1cccs1 | -2 | /
O=C(CN1C(=O)CC(c2ccccc2)=Nc2ccccc21)NCc1ccco1 | -1 | 0.0%
CS(=O)(=O)N(Cc1cc2ccccc2[nH]c1=O)C1CCCCC1 | -3 | /
CN1CCC(=NNC(=O)CN(c2cccc(Br)c2)S(C)(=O)=O)CC1 | 12 | 2.2%
Cc1nc(NC(=O)/C=C/c2ccc(C(C)(C)C)cc2)sc1C(=O)N(C)C | -6 | 1.1%
CCOCCCNc1ccc(N2C(=O)C3CCCCC3C2=O)cc1[N+](=O)[O-] (centres undefined) | 2 | -6.8%
CCCCCC(=O)NC(=S)Nc1ccc(NC(=O)c2ccco2)cc1 | -4 | -4.0%
O=C(COC(=O)/C=C/c1ccccc1Cl)NCc1ccccc1 | / | 4.1%
COC(=O)c1cc(-c2c(C)oc3cc(OC(C)C)ccc3c2=O)c(C)o1 | 7 | 5.9%
CCOCCc1nnc(NC(=O)COC)s1 | 9 | 3.0%
Clc1ccc2nnnc(-c3ccccc3)c2c1 | -35 | -1.5%
CCCCc1ccc(-n2c(Cc3cccs3)n[nH]c2=S)cc1 | 5 | -1.1%
CC(C)CC(C(=O)Nc1ccc2c(c1)OCCO2)N1C(=O)c2ccccc2C1=O (centres undefined) | / | -0.8%
CC(C)=CCC(C)(C)/C=N/NC(N)=O | -8 | -1.4%

Some values from above:
For M. tuberculosis GlmU, COc1ccc(N2CC(O)(c3ccc(F)cc3)[N+]3=C2CCCC3)cc1 (centres undefined) is entered as 2.6%
For Mtb RmlCD inh, CC(=O)Nc1sc(NC(=O)c2ccc(Cl)cc2)nc1-c1cccs1 is entered as -2
For M. tuberculosis GlmU, CCOCCCNc1ccc(N2C(=O)C3CCCCC3C2=O)cc1[N+](=O)[O-] (centres undefined) is entered as -6.8%
For M. tuberculosis GlmU, O=c1c2ccc([N+](=O)[O-])cc2ncn1CCOc1ccc(Cl)cc1 is entered as 1.0%
For M. tuberculosis GlmU, CC(C)CC(C(=O)Nc1ccc2c(c1)OCCO2)N1C(=O)c2ccccc2C1=O (centres undefined) is entered as -0.8%
For M. tuberculosis GlmU, O=C(COC(=O)/C=C/c1ccccc1Cl)NCc1ccccc1 is entered as 4.1%

Additional records follow:
SMILES | Mtb RmlCD inh | M. tuberculosis GlmU
O=C(c1ccco1)N1CCN(C(=O)c2cc(-c3ccccc3)nc3ccccc23)CC1 | 4 | 3.0%
CCc1cc(=O)oc2cc3occ(-c4ccc(OC)c(F)c4)c3cc12 | -40 | -0.7%
COc1ccccc1C(=O)Nc1ccccc1C(=O)N1C(C)CCCC1C (centres undefined) | 5 | -6.6%
Cc1ccc(C(=O)Nc2ccc(C(=O)N/N=C/c3c[nH]c4ccccc34)cc2)cc1 | / | -0.3%
O=S(=O)(Cc1ccccc1Cl)NCCOc1ccccc1 | 5 | 1.6%
CCCc1[nH]nc2c1C(c1cc(OC)ccc1F)C(C#N)=C(N)O2 (centres undefined) | 16 | -1.1%
COC(=O)c1c(-c2ccccc2Cl)noc1-c1cnc(N)nc1C(F)(F)F | -2 | 7.3%
Cc1ccc(-c2nc(Nc3cccc(C)c3)sc2CC(=O)O)cc1 | / | 2.5%
COc1ccc(Cl)cc1NC(=S)N1CCN(C(=O)C2CCCO2)CC1 (centres undefined) | / | -0.7%
O=C(COC(=O)CNS(=O)(=O)/C=C/c1ccccc1)NC1CCS(=O)(=O)C1 (centres undefined) | / | -1.0%
Cc1ccc(OCC(=O)N2CCc3ccccc32)c([N+](=O)[O-])n1 | -3 | 3.3%
CCOc1ccc(NC(=O)NC2CC(=O)N(c3ccc(OC)cc3)C2)cc1 (centres undefined) | -8 | -2.7%
O=C(CN1C(=O)NC2(CCc3ccccc32)C1=O)Nc1ccc(N2CCOCC2)cc1 (centres undefined) | / | -3.6%
Cc1ccccc1-c1cc(C(=O)Nc2sc(C(=O)OC(C)C)c(C)c2C#N)c2ccccc2n1 | 68 | -3.3%
Nc1ccc(C(=O)C(=O)c2ccc(N)cc2)cc1 | 2 | 5.8%
Cc1ccc(S(=O)(=O)C(C#N)=C2N(C)c3ccccc3N2C)cc1 | -2 | 2.3%
CCOC(=O)C1=C(C)NC(=O)C1CC(=O)Nc1ccccc1 (centres undefined) | 19 | 2.6%
Cc1ccc(NC2Sc3ccccc3NC2=O)cc1 (centres undefined) | -6 | -2.2%
O=C(Nc1nccs1)c1cc(-c2ccco2)nc2ccccc12 | 8 | -2.5%
O=S(=O)(NCCc1ccccc1)c1cccc(S(=O)(=O)N2CCOCC2)c1 | 5 | 2.7%
Nn1c(SCC(=O)Nc2ccc(F)cc2)nnc1-c1cccnc1 | 14 | 9.1%
O=S(=O)(/C=C/c1ccccc1)N1CCN(c2nc(-c3ccccc3)nc3ccccc23)CC1 | 1 | 1.5%
Cc1ccc(CN2C(=O)CCC2C(=O)N2CCN(c3ccccc3)CC2)cc1 (centres undefined) | 5 | -5.7%
Cn1c(Cc2c[nH]c3ccccc23)n[nH]c1=S | 4 | 2.0%
Cc1c(N/C(=N/S(=O)(=O)c2cc([N+](=O)[O-])ccc2Cl)c2ccccc2)c(=O)n(-c2ccccc2)n1C | / | -1.2%

Following part
SMILES | Mtb RmlCD inh | M. tuberculosis GlmU
COc1ccc(/C=C/C(=O)Nc2cccc(S(=O)(=O)NC3=NCCCCC3)c2)cc1 | -2 | 9.5%
COc1ccc(/C=N/NC(=O)c2cccnc2)cc1CN1CCOCC1 | -8 | 1.2%
O=C(C1=C[C@H](c2csc3ccccc23)C[C@H](OCc2ccc(CO)cc2)O1)N1CCN(Cc2ccccc2)CC1 | / | -1.0%
COc1ccc(/C=C/C(=O)NCCNC(=O)c2ccccc2)cc1OC | 5 | -10%
O=C(Nc1cccc(Cl)c1)C1=Cc2cc(Cl)ccc2OC1 | -3 | -5.2%
Cc1cc(=O)[nH]c(SCc2nc3ccccc3s2)n1 | / | -1.2%
O=C(NCCc1ccccc1)C1CCN(C2CCN(Cc3ccc(CO)o3)CC2)CC1 | -10 | -1.8%
COc1ccc(CCNC(=O)CSc2nc(C)nc3c2c(=O)n(C)c(=O)n3C)cc1OC | / | -5.7%&-3.6%
COc1cccc(NC(=O)N2CCN(C(=O)C(Cc3ccc(OC)c(OC)c3)NC(C)=O)CC2)c1 (centres undefined) | 3 | 2.9%
COc1ccccc1-c1nn2c(C(F)(F)F)nnc2s1 | 2 | 4.5%
CCC(Sc1nc2ccccc2[nH]1)C(=O)Nc1cc(C)on1 (centres undefined) | -1 | 3.4%
N#Cc1nc(COc2ccccc2)oc1N1CCOCC1 | -3 | /
CCC(=O)N1CCc2cc(S(=O)(=O)NC(C(=O)NCc3ccc(F)cc3)C(C)C)ccc21 (centres undefined) | / | 0.1%
Fc1ccc(OCc2nc(-c3ccc(Br)o3)no2)c(F)c1 | -4 | 2.9%
Cc1cccc(NC(=O)c2snc3c(=O)[nH]cnc23)c1 | / | -0.8%
Cc1csc(NC(=O)CSc2nc3[nH]ncc3c(=O)[nH]2)n1 | -6 | 4.5%
CN(C)c1ccc(NC(=O)Cn2cc3c(n2)CCCC3)cc1 | 7 | -14%
CCC(C)(C)NC(=O)C(c1ccccn1)N(C(=O)c1csnn1)c1ccccc1 (centres undefined) | -10 | 0.3%
CC(=O)Nc1ccc(-c2nnn(CC(=O)c3ccccc3)n2)cc1Cl | 10 | -1.5%
O=CNNC(=O)c1cccc([N+](=O)[O-])c1 | / | 2.4%
CCOc1ccc(-c2[nH]nc3c2C(c2ccc4c(c2)OCO4)C(C#N)=C(N)O3)cc1OC (centres undefined) | 20 | /
COc1cc(C(=O)Nc2ccc(S(=O)(=O)Nc3onc(C)c3C)cc2)cc(OC)c1OC | -8 | 2.8%
CCCSc1nc(N2CCCC2)c2c(c1C#N)CC(C)(C)OC2 | -4 | -3.8%
Oc1ccc2ccccc2c1N=Nc1ccccn1 | 10 | -2.8%
CCOC(=O)c1nccnc1C(=O)Nc1cccc(C(F)(F)F)c1 | 12 | 0.4%

Laid out differently: results already given
Compound	Mtb RmlCD inh	M. tuberculosis GlmU
Cc1csc(NC(=O)CSc2nc3[nH]ncc3c(=O)[nH]2)n1	-6	4.5%
Cc1cc(=O)[nH]c(SCc2nc3ccccc3s2)n1	/	-1.2%
Fc1ccc(OCc2nc(-c3ccc(Br)o3)no2)c(F)c1	-4	2.9%
Oc1ccc2ccccc2c1N=Nc1ccccn1	10	-2.8%
COc1ccc(/C=C/C(=O)NCCNC(=O)c2ccccc2)cc1OC	5	-10%
COc1ccc(CCNC(=O)CSc2nc(C)nc3c2c(=O)n(C)c(=O)n3C)cc1OC	/	-5.7%&-3.6%
CCC(=O)N1CCc2cc(S(=O)(=O)NC(C(=O)NCc3ccc(F)cc3)C(C)C)ccc21 (centres undefined)	/	0.1%

The results go on:
SMILES | Mtb RmlCD inh | M. tuberculosis GlmU
Cc1csc(SCC(=O)O)n1 | / | 0.5%
CCn1c(=O)cc(SCC(=O)NCc2ccccn2)c2ccccc21 | 5 | 3.0%
Cc1nn(-c2ccccc2)c(C)c1/C=N/n1c(-c2ccc(Cl)cc2)n[nH]c1=S | 8 | -0.4%
CCCOc1ccc(N2C(=O)CC(N(C(=O)c3ccco3)c3ccc(OCCC)cc3)C2=O)cc1 (centres undefined) | -4 | 2.9%
O=c1n(-c2ccccc2)c(=O)n(Cc2ccccn2)n1Cc1ccccn1 | / | 0.0%
c1ccc2c(c1)ncn2CCn1cnc2ccccc21 | / | 2.8%
O=[N+]([O-])c1cc2c(c(CSc3ncccn3)c1)OCOC2 | 7 | -2.9%
N#CC1=C(N)Oc2cc(N)ccc2C1c1ccsc1 (centres undefined) | 5 | 8.4%
CCNc1nc2[nH]c(=O)c3c(c2s1)OC(N)=C(C#N)C3c1ccc(C)cc1 (centres undefined) | 23 | 1.9%
CCN(CC#CCC(O)(c1ccccc1)C1CCCC1)C(C)C (centres undefined) | / | -5.7%
NC(=O)NC(Cc1ccccc1)C(=O)Nc1ccc(S(N)(=O)=O)cc1 (centres undefined) | / | 6.7%
CC(=O)Nc1nonc1-c1nc2ccccc2n1CCC#N | -21 | 7.5%
Cc1cc(C)cc(N(CC(=O)NCc2cccnc2)S(C)(=O)=O)c1 | / | 4.5%
NS(=O)(=O)c1ccc(Oc2ccc(S(N)(=O)=O)cc2)cc1 | 16 | -1.6%
COc1ccc(/C=C(\NC(=O)c2ccc(OC)cc2)C(=O)NC(CCSC)C(=O)O)cc1 (centres undefined) | / | -2.2%
CN1OC(Cn2cc(C#N)c(=O)n(C)c2=O)CC1c1ccccc1 (centres undefined) | 7 | 0.3%
O=c1c2cccc3c2c(nn1-c1ccccc1)-c1ccccc1-3 | 7 | 7.0%
O=[N+]([O-])c1cccc(/C=N/n2c(C3CCCCC3)n[nH]c2=S)c1 | 7 | 5.6%
Clc1ccc(CSc2ccc(-c3cccnc3)nn2)cc1 | 9 | -3.1%
O=C(NCc1ccco1)c1ccc(NS(=O)(=O)c2cccc([N+](=O)[O-])c2)cc1 | 1 | -2.1%
Cc1ccc(C(=S)N2CCN(Cc3ccccc3)CC2)cc1 | -9 | 0.1%
CC(C)C(c1nnnn1Cc1ccc(F)cc1)N1CCN(C2CCCCC2)CC1 (centres undefined) | / | 0.6%
Cc1cc(OCC(=O)NC2CCS(=O)(=O)C2)c2c3c(c(=O)oc2c1)CCC3 (centres undefined) | / | 1.8%
Cc1noc(C)c1C(=O)N1CCCC1 | 11 | -0.5%
CC(=O)NC1CC2CCCC(C1)N2C(=O)Nc1ccccc1 (centres undefined) | / | -0.2%

Further entries
SMILES | Mtb RmlCD inh | M. tuberculosis GlmU
NS(=O)(=O)c1ccc(CCNC(=O)CSc2ccc3ccccc3c2)cc1 | 23 | -2.8%
CCC(c1nnc(SCC(=O)N2CCOCC2)n1C1CCCCC1)N(C)C (centres undefined) | 10 | /
Cc1ccc(C(=O)Nc2nc3ccccc3n2CCN2CCCC2)cc1 | / | -0.8%
O=C(O)CCCCCNC(=O)c1ccccc1 | / | -1.1%
Cc1cccc(C(=O)NC(=S)NCc2cccnc2)c1 | -12 | 0.6%
COCCNc1nnnc2c1sc1nc(N3CCOCC3)c3c(c12)CCCC3 | -8 | 2.8%
CCOc1ncccc1C(=O)Nc1ncc(C)s1 | -8 | 6.3%
O=C(CSC1=NCCN1)NC(c1ccccc1)c1ccccc1 | 3 | -3.2%
Cn1c(=O)[nH]c(=O)c2c1nc(N1CCN(Cc3ccccc3)CC1)n2CCCc1ccccc1 | / | 1.3%
O=S(=O)(c1cccc(-c2nnc(SCc3nc4ccccc4s3)o2)c1)N1CCOCC1 | / | -2.5%
O=C(CN(CC1CCCO1)C(=O)CNS(=O)(=O)c1ccccc1)NCc1ccccc1 (centres undefined) | 15 | -5.7%

Compound activity as filed in PubChem.

This is a subset; rates above refer to the full screens.
